Assay outcomes (PubChem)
hcGAS lum: blocks human cGAS activity; Q8N884; recombinant h-cGAS, ATP depletion, Kinase-Glo luminescence; inhibition, % at 12.5 µM; actives 0.081% (n = 290,000); AID 1259398;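 further: 0% = vehicle reaction and 100% = reaction without DNA for no activity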
Target sequence (Q8N884 whole entry, looked up): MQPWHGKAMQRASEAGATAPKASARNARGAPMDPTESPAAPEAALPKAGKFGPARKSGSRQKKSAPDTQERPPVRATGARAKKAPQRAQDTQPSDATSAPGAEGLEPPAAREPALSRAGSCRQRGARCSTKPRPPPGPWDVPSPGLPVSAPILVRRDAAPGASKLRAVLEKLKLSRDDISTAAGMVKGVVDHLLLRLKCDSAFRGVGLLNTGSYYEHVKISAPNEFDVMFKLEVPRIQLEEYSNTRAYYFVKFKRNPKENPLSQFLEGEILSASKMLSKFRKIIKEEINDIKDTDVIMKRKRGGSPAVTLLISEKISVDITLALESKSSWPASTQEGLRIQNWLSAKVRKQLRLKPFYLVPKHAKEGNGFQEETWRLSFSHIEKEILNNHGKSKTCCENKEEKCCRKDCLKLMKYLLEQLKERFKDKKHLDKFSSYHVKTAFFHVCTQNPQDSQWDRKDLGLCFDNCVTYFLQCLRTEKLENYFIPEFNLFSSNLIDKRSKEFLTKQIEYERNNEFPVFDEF
NPYLR7 ag: activates Aedes aegypti NPYLR7 receptor. HEK293T NPYLR7/Galpha15, GCaMP6s calcium fluorescence. activation, % at 10 µM. actives 0.15% (n = 270,000); in the data active means activation above about 40%;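 further: 0% = vehicle and 100% = reference agonist at the receptor; some compounds past the cut are filed as inactive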
mcGAS lum: blocks mouse cGAS activity. Q8C6L5. recombinant cGAS, Kinase-Glo ATP depletion luminescence. inhibition, % at 12.5 µM. actives 0.15% (n = 160,000). AID 1259399;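 further: 0% = negative control wells and 100% = reference inhibitor with no enzyme activity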
Starred values were filed as active, the others as inactive; . = not tested or not shown; & = joins results of further samples. Unless noted, no stated cut-off is given here; in the data, active means inhibition above about 40%; inactive means the rest.

SMILES | hcGAS lum | NPYLR7 ag | mcGAS lum
O=C(COc1ccc2ccccc2c1)N1CCN=C1SCc1cccnc1 | -11 | -2 | .
CCn1c(C)ccc(C(=O)NCc2ccc3[nH]c4c(c3c2)CCCC4)c1=O | -9 | 14 | -11
Cc1nc2c(c(N(C)C)n1)CCN(C(=O)c1ccc(C#CC(C)(C)O)o1)C2 | -6 | 7 | -14
Cc1nc2ccc(Cl)cn2c(=O)c1NC(=O)C1CCCCC1 | 0 | -5 | .
COc1ccc(C=Nn2c(C3CCCCC3)n[nH]c2=S)cc1OC | -3 | -3 | -4
CC(=O)Cn1cnc2c(nnn2-c2ccc(Br)cc2)c1=O | 5 | -6 | 4
Cc1ccc(S(=O)(=O)N2CCCC(CCC(=O)NCc3ccccc3F)C2)s1 (stereo not drawn) | -1 | 3 | .
CN(Cc1ccccc1Cl)c1nc(C2CC2)ns1 | 23 | -4 | .
COCC(=O)Nc1cc(Br)cnc1OCC(F)(F)F | 3 | 7 | 2
Cc1cc(Cn2cnc(-c3ccccc3)c2-c2cccn2-c2ncccn2)n[nH]1 | -6 | 7 | .
CC1CCCN(Cc2csc(NC(=O)c3cc(F)ccc3Br)n2)C1 (stereo not drawn) | 3 | -6 | -2
C=Cc1ccc(CC2(C)C(=O)Nc3c(C(F)(F)F)cccc32)cc1 (stereo not drawn) | -2 | 1 | -1
O=C1CSC(c2cccnc2)N1c1ccc(Cl)cc1 (stereo not drawn) | -3 | 4 | .
CC(=O)Cn1c(=O)c2c(nc3n2CCCN3c2ccc(C)cc2C)n(C)c1=O | -1 | 1 | .
CCCCC[C@H](CC(=O)NO)C(=O)N[C@H](C(=O)N1CCC[C@H]1CO)C(C)C | 1 | -5 | 1
COc1ccc(NC(=O)Nc2ccc(-n3nc(OCC(C)C)nc3-c3cccc(F)c3)cc2)cc1 | -1 | -9 | 2
O=C(O)c1ccc2cc(-c3ccc(O)c(C45CC6CC(CC(C6)C4)C5)c3)ccc2c1 | -7 | 1 | .
O=C(Nc1ccccc1I)NC1CCSC1 (stereo not drawn) | -8 | 6 | .
CCN1CCc2c(sc(NC(=O)c3ccc(OC)c(OC)c3)c2-c2nc3ccccc3s2)C1 | -1 | 40 | -5
Clc1ccccc1C=NN1CCN(Cc2ccccc2)CC1 | -4 | 8 | -8
CSc1c(C#N)c(=O)[nH]c2sc(C#N)c(N)c12 | 17 | 4 | 30
C=CCN(c1ccccc1)S(=O)(=O)c1ccc2c(c1)CCCN2C(C)=O | -6 | 0 | -10
Cc1cc(-c2ccc3c(c2)OCCO3)cnc1N | -17 | 7 | .
O=C(c1ccc(F)cc1)N(Cc1ccco1)Cc1nccn1Cc1ccccc1F | -7 | 10 | -4
FC(F)Sc1nc2ccccc2n1CN1CCN(c2ccccc2)CC1 | 0 | 4 | -1
CCCCc1ccc(-c2ccc(-n3cncc3C(=O)NCc3c(F)cccc3F)cc2)cc1 | -2 | 11 | -5
CCOC(=O)N1CCC(N2CCCC(C(=O)c3cc(C)c(OC)c(C)c3)C2)CC1 (stereo not drawn) | -10 | 4 | -9
COC(=O)CCc1c(C)nn(-c2ccc(C(=O)NCCCO)cc2)c1C | -2 | 18 | -1
CC(C)(C)n1nc2c(c1NC(=O)c1ccccc1S(=O)(=O)C(F)F)CSC2 | -6 | -2 | -9
COc1ccccc1-c1cc(C(=O)N2CCN(Cc3ccccc3)CC2)n2nc(C(C)(C)C)cc2n1 | -10&-4 | -8&2 | -9&-6
O=C(N/N=C/c1ccco1)c1cc(-c2ccccc2)nc2ccccc12 | -2 | -5 | -2
CCc1nnc(NC(=O)CSc2nc3c(c(=O)n2CC)SC(C)C3)s1 (stereo not drawn) | -9 | -3 | .
Cc1cn2c3c(=O)n(Cc4ccc(F)cc4)c(=O)n(C)c3nc2n1CCc1ccccc1 | -6 | 5 | -9
COc1ccc(C2CC(C(F)(F)F)n3ncc(C(=O)NCCN4CCOCC4)c3N2)cc1 (stereo not drawn) | -3 | -8 | -5
O=S(=O)(c1ccc(-n2cccn2)cc1)N1CCCC2(CCNC2)C1 (stereo not drawn) | 2 | 3 | 4
CC(=O)Nc1cccc(-c2ccc(C(=O)NC3CC3)s2)c1 | -6 | -2 | -18
S=c1[nH]nc(COc2ccccc2Cl)n1C1CCCC1 | -2 | 2 | -4
O=C(CSc1nc(=O)n(Cc2ccncc2)c2c1CCCC2)Nc1ccccc1F | -7 | -2 | -10
O=C(c1cccs1)N(Cc1cccc(OS(=O)(=O)c2ccc(F)cc2)c1)C1CC1 | -7 | 0 | -6
COc1cccc(COc2coc(C(=O)NC(C)c3ccccc3)cc2=O)c1 (stereo not drawn) | -13 | 0 | .
CC(c1ccccc1)N1CCN(C(=O)c2ccccc2F)CC1 (stereo not drawn) | -6 | -5 | -7
O=C(NCc1ccc(Cl)nc1)c1csc([C@@H]2O[C@H](CO)[C@H](O)[C@H](O)[C@H]2O)n1 | -5 | 2 | -5
COc1cc(OC)cc(C(=O)Nc2ccc(C3SCC(=O)N3c3cccc(F)c3)cc2)c1 (stereo not drawn) | -6 | 27 | -5
COCC(=O)N(Cc1cc(NC(=O)c2ccccc2Cl)ccc1N(C)C)C1CC1 | -6 | 30 | -5
CC(=O)Oc1c(-c2ccc(NC(=O)c3ccco3)cc2)c(C(C)C)nn1-c1ccc(C)cc1 | 2 | -3 | -5
c1nc(Sc2n[nH]c(C3CCCO3)n2)c2c3c(sc2n1)CCC3 (stereo not drawn) | -7 | 3 | .
CCS(=O)(=O)c1ccccc1C(=O)N(CCCN1CCOCC1)c1nc2c(F)cccc2s1 | -8 | -4 | -10
CC(=O)O[C@@H](C)C(=O)N1CCC(n2c(=O)oc3c(C)cc(C)cc32)CC1 | -10 | 3 | -7
COC[C@H]1C[C@H]2C[C@@H](O)[C@H](N3CCN(c4ccc(C#N)cc4)CC3)[C@]2(O)CO1 | 0 | 4 | -4
CCc1nc(CN(C)CCc2cccs2)cs1 | -7 | -2 | .
O=C(C1CC(=O)N(c2ccccc2)C1)N1CCN(Cc2nnnn2-c2ccc(F)cc2)CC1 (stereo not drawn) | -5 | -2 | -1
CCN(CC)CCCC(C)NC(=O)c1sc2cc3c(cc2c1Cl)OCO3 (stereo not drawn) | -7 | 3 | -5
CC(=O)c1ccc(OCc2cc(C(=O)N3CCCCC3c3cccnc3)no2)cc1 (stereo not drawn) | 1 | 12 | -6
COc1ccc(OC)c(S(=O)(=O)n2ccnc2)c1 | 1 | 2 | .
CCCc1cc(NCCN(C)C)n2nc3nc(C)cc(C)c3c2n1 | -3 | 5 | -5
COc1ccc(-c2onc(C)c2-c2ccccc2)c(O)c1 | 1 | 0 | -2
Cc1cccc(NC(=O)Cc2cccc(F)c2)n1 | -3 | 8 | .
COc1cc(OC)c(CCNC(=O)C2(C#N)CCCCC2)c(OC)c1 | -4 | 6 | .
Brc1ccc2nc(N/N=C\c3nc4ccccc4[nH]3)nc(-c3ccccc3)c2c1 | 1 | -3 | -4
Clc1ccc2c(c1)C1CC(c3ccccc3)=NN1C1(CCCCC1)O2 (stereo not drawn) | -1 | -1 | -6

(continued)
SMILES | hcGAS lum | NPYLR7 ag | mcGAS lum
CCSc1nc(NCC(C)C)c2cnn(CCNC(=O)c3c(F)cccc3F)c2n1 | 1 | -1 | -7
Cn1ccc(C(=O)Nc2cc(F)ccc2N2CCCCC2)cc1=O | -17 | 0 | .
CCc1nn(-c2ccccc2)c(NC(=O)c2cnccn2)c1C | 1 | 6 | .
Cn1c(=O)[nH]c(=O)c2c1nc(N1CCN(Cc3ccccc3)CC1)n2Cc1ccccc1F | 5 | -2 | .
Cc1oc(-c2cccs2)nc1CN1CCC2(CCCN(CC3CC3)C2)C1 (stereo not drawn) | -8 | -5 | -11
Cc1cc(C)c(NC(=O)c2cccnc2)c(Cl)c1 | -2 | 3 | .
COc1ccccc1N1CCN(C(=O)c2cc3n(n2)CCN(Cc2c(F)cccc2Cl)C3=O)CC1 | -3 | 15 | -3
Cc1ccccc1CS(=O)(=O)NC(C)c1ccccc1 (stereo not drawn) | -20 | -1 | -5
Cc1cc2nc(CNC(=O)c3cnn4c3CCCC4)[nH]c2cc1C | -4 | 3 | .
O=C(/C=C/c1ccccn1)N1CCCC(Nc2ccc3c(c2)OCCO3)C1 (stereo not drawn) | -7 | 5 | .
CNC(=O)[C@@H]1[C@@H](OC(=O)Nc2ccccc2)C(=O)N(C)C12CCNCC2 | 3 | 10 | -5
CC(C)c1cc(C2CCN(C(=O)Cn3nc4ccccc4n3)CC2)[nH]n1 | -8 | -1 | .
CCOC(=O)N1CCN(C(c2cccc(Br)c2)C2Sc3nc(C)nn3C2=O)CC1 (stereo not drawn) | 3 | -5 | -2
CC(=O)Nc1ccc(-c2ccnc3c2CC(C(=O)NC(C)C)O3)cc1 (stereo not drawn) | -3 | -1 | -2
O=c1c(-c2cccs2)[n+]([O-])c2ccccc2n1OCc1ccco1 | -3 | 5 | .
CN(Cc1ccccc1-n1c(=S)[nH]c2ccccc2c1=O)C1CCCCC1 | -9 | 0 | .
Cc1cc2c(SCC(=O)N3CCCC(c4ccn[nH]4)C3)ncnc2s1 (stereo not drawn) | -8 | -7 | -12
Cc1ccc2ncn(C3CCN(C(=O)Cc4ccsc4)CC3)c2c1 | -4 | -1 | -6
CC(C)(C)c1nn2cnnc2n(/N=C\c2ccc3c(c2)OCO3)c1=O | -6 | 5 | .
O=C1CCN(C(=O)c2cc3cn(Cc4cccs4)cc3cn2)CCN1 | -4 | 22 | .
COc1cc([N+](=O)[O-])cc2c1NC(c1ccccc1Cl)C1CC=CC21 (stereo not drawn) | 0 | -2 | .
CCn1cc(C(CC(=O)NC2CCCCC2)c2cccc(Cl)c2)c2ccccc21 (stereo not drawn) | -4 | . | -9
Cc1ccc(Cc2nsc(N3CCC(CNC(=O)Nc4c(Cl)cccc4Cl)CC3)n2)cc1 | -3 | 15 | -6
C=C(C)COc1ccccc1C(=O)NC(CC(=O)O)C(F)(F)F (stereo not drawn) | -11 | 14 | .
CCNC(=O)C1(C)CCCN(CC(=O)c2ccc(Cl)cc2Cl)C1 (stereo not drawn) | -5 | 4 | .
Cc1ccccc1NC(=O)Cn1c(=O)n(Cc2ccc3c(c2)OCO3)c(=O)c2oc3ccccc3c21 | -3 | 0 | -8
CN1CCN(n2c3c(c(SCC(=O)NCCc4ccccc4)nc2=O)CCCC3)CC1 | -7 | -2 | -8
Cc1nc(Cc2nnc(SCc3nc4ccsc4c(=O)[nH]3)o2)cs1 | 11 | 8 | .
CN(Cc1ccccc1O)C(=O)Nc1cnc(C(C)(C)C)nc1 | -10 | 15 | .
CCN(Cc1noc(C)n1)C(=O)CCn1c(C)cc2ccccc21 | -5 | 38 | .
Cc1ccc(N2C(=O)CC(NCCN3CCOCC3)C2=O)cc1 (stereo not drawn) | -8 | -6 | -7
COc1ccc(-n2c(-c3ccc(Cl)cc3)cc(C(=O)NCc3ccccc3)c2C)cc1 | -15 | -3 | -5
NC(=O)[C@H](Cc1ccccc1)NC(=O)c1c2c(nc3ccccc13)-c1ccccc1CC2 | -5 | 1 | .
CCOC(=O)C1(C)CCN1C(=O)c1ccc(OC)c(C(F)(F)F)c1 (stereo not drawn) | -1 | -3 | .
Cc1c(CNC(=O)C2CC3(CCNCC3)CN2)oc2ccccc12 (stereo not drawn) | -6 | 8 | .
CN1C(=C2Sc3ccccc3C2=O)C(C)(C)c2ccccc21 | -1 | -8 | .
CC(NC(=O)CSc1nnc(-c2ccccc2)n1C)c1ccco1 (stereo not drawn) | -6 | -12 | .
COCCOc1ccc(S(=O)(=O)Nc2cc(Cl)ccc2OC)cc1C | -6 | 28 | -14
CCOC(=O)C1CCCN(C(=O)CCC(=O)c2ccc(CCCC3CC3)cc2)C1 (stereo not drawn) | -6 | -7 | -3
COc1cccc(C2c3c(oc4ccccc4c3=O)C(=O)N2Cc2ccc(C)cc2)c1 (stereo not drawn) | -11 | 9 | -8
COc1ccc(-c2nnc(SCc3cccc(C(F)(F)F)c3)n2-c2ccc(Cl)c(Cl)c2)cc1 | 4 | . | 5
COc1cccc(OCc2cc(C(=O)N3CCOc4ccccc4C3)n[nH]2)c1 | -4 | 0 | -11
C=CCOC(CN1CCN(C(=O)c2cccnc2SC)CC1)c1cccc(OC)c1 (stereo not drawn) | -5 | 0 | -6

Copied from above (13 entries):
SMILES | hcGAS lum | NPYLR7 ag | mcGAS lum
Cc1nc(Cc2nnc(SCc3nc4ccsc4c(=O)[nH]3)o2)cs1 | 11 | 8 | .
CN(Cc1ccccc1O)C(=O)Nc1cnc(C(C)(C)C)nc1 | -10 | 15 | .
CCN(Cc1noc(C)n1)C(=O)CCn1c(C)cc2ccccc21 | -5 | 38 | .
Cc1ccc(N2C(=O)CC(NCCN3CCOCC3)C2=O)cc1 (stereo not drawn) | -8 | -6 | -7
COc1ccc(-n2c(-c3ccc(Cl)cc3)cc(C(=O)NCc3ccccc3)c2C)cc1 | -15 | -3 | -5
NC(=O)[C@H](Cc1ccccc1)NC(=O)c1c2c(nc3ccccc13)-c1ccccc1CC2 | -5 | 1 | .
CCOC(=O)C1(C)CCN1C(=O)c1ccc(OC)c(C(F)(F)F)c1 (stereo not drawn) | -1 | -3 | .
Cc1c(CNC(=O)C2CC3(CCNCC3)CN2)oc2ccccc12 (stereo not drawn) | -6 | 8 | .
CN1C(=C2Sc3ccccc3C2=O)C(C)(C)c2ccccc21 | -1 | -8 | .
CC(NC(=O)CSc1nnc(-c2ccccc2)n1C)c1ccco1 (stereo not drawn) | -6 | -12 | .
COCCOc1ccc(S(=O)(=O)Nc2cc(Cl)ccc2OC)cc1C | -6 | 28 | -14
CCOC(=O)C1CCCN(C(=O)CCC(=O)c2ccc(CCCC3CC3)cc2)C1 (stereo not drawn) | -6 | -7 | -3
COc1cccc(C2c3c(oc4ccccc4c3=O)C(=O)N2Cc2ccc(C)cc2)c1 (stereo not drawn) | -11 | 9 | -8
